Compound activity: PubChem, Broad Institute
Tcruzi prolif – T. cruzi proliferation inhibition | inhibition, % at 8.34 µM | T. cruzi beta-gal in NIH3T3, GalScreen luminescence, 90 h | actives 5.9% (n = 77,000);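 active means mean inhibition above about 93%, with at least 55% of replicates each passing it, limit read from the data, passing the limit was not always enough; inconclusive means only one of those two conditions holds; inactive means neither condition holds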
C diff growth – blocks growth of Clostridium difficile | Clostridium difficile clinical isolate growth, OD600, 24 h; stronger effect = lower value | growth activity, negative = inhibition, % at 16 µg/mL (by protocol) | actives 0.25% (n = 86,000);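 active means mean growth activity at or below -80% and every replicate also at or below -80%; inconclusive means mean at or below -80% but some replicate above -80%; inactive means mean growth activity above -80%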;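 further: 0% = DMSO wells and -100% = levofloxacin 16 µg/mL wells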
GASC1 inh – KDM4C (human) demethylase inhibition; Q9H3R0; GST-KDM4C 2-372, H3K9me3 peptide, LANCE TR-FRET; inhibition, % at 12.5 µM; actives 0.15% (n = 96,000); AID 720574;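 active means mean replicate inhibition above about 25%, with at least 55% of replicates also reaching it, limit read from the data, passing the limit was not always enough; inconclusive means only one of those two conditions met; inactive means neither condition met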
Target sequence (Q9H3R0 2-372 limits assumed): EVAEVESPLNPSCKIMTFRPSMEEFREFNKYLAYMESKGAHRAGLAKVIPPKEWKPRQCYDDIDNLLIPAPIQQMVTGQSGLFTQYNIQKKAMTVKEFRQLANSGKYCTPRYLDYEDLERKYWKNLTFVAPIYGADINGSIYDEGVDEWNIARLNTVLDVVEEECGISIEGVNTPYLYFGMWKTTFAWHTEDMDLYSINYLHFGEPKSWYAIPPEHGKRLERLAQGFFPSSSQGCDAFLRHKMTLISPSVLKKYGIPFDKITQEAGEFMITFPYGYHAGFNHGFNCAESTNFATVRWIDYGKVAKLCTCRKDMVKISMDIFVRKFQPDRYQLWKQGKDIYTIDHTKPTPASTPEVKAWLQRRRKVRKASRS
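Material: GST-tagged GASC-1 (JMJD2C) catalytic fragment, aa 2-372 / Quantity: enzyme final amount 10 nM / Medium: HEPES buffer, pH 7.5, plus ascorbate / Doses: one test concentration per compound / Incubation: 30 min reaction, 60 min detection, RT / Measured by: LANCE TR-FRET / Read-out: inhibition from TR-FRET ratio decrease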
Pf Dd2 inh – P. falciparum Dd2 growth inhibition | SYBR Green, 72 h; stronger effect = lower value | activity change, % at 10 µM | actives 2.3% (n = 94,000); in the data active means activity change below about -80%; inconclusive means no clear call, values can overlap the other calls
* hit, by the source's call; ? = inconclusive; nt = no result given.

SMILES | Tcruzi prolif | C diff growth | GASC1 inh | Pf Dd2 inh
Cc1noc(C)c1S(=O)(=O)N(C)C[C@H]1OCCCC[C@@H](C)Oc2ccc(NC(=O)C3CCCCC3)cc2C(=O)N([C@@H](C)CO)C[C@H]1C | 45 | 5 | -1.2 | -48
COCC(=O)N(C)C[C@@H]1Oc2cc(C#CCC(C)C)ccc2S(=O)(=O)N([C@@H](C)CO)C[C@H]1C | 47 | -3 | 0.9 | -8
C[C@H](CO)N1C[C@H](C)[C@@H](CN(C)CC2CC2)Oc2cc(C#C[C@@H](C)O)ccc2S1(=O)=O | 74 | 3 | 6.2 | -51
C[C@H](O)C#Cc1cnc2c(c1)C(=O)N([C@H](C)CO)C[C@H](C)[C@H](CN(C)C(=O)c1ccc(F)cc1)O2 | nt | -1 | 0.4 | 9
C[C@@H]1CN([C@H](C)CO)S(=O)(=O)c2ccc(C#CC3CC3)cc2O[C@H]1CN(C)C(=O)Nc1cc(F)ccc1F | 76 | nt | 1.2 | -51
CO[C@@H]1CN(C)C(=O)c2ccc(NS(=O)(=O)c3ccccc3C)cc2OC[C@H](C)N(C)C[C@@H]1C | 9 | nt | -0.2 | -34
CCNC(=O)C[C@@H]1CC[C@H]2[C@H](COc3ccc(NC(=O)Nc4ccc(C)cc4)cc3C(=O)N2C)O1 | 23 | -1 | 1.4 | 1
Cc1ccc(S(=O)(=O)N(C)C[C@@H]2OCCCC[C@H](C)Oc3ccc(NC(=O)NC4CCCCC4)cc3C(=O)N([C@H](C)CO)C[C@@H]2C)cc1 | 99* | -9 | 0.4 | -48
CCCC(=O)Nc1ccc2c(c1)OC[C@@H](C)N(Cc1nccs1)C[C@H](C)[C@H](OC)CN(C)C2=O | 58 | nt | -0.6 | -63
CC(C)NC(=O)N(C)C[C@@H]1Oc2ncc(-c3cncnc3)cc2C(=O)N([C@@H](C)CO)C[C@@H]1C | nt | 0 | 1.6 | 30
O=C(C[C@H]1C[C@H]2c3cc(NC(=O)c4ccc5c(c4)OCO5)ccc3O[C@H]2[C@@H](CO)O1)NCc1ccccn1 | -9 | 7 | 0.4 | 13
COC(=O)C[C@H]1CC[C@H]2[C@H](COc3ccc(NC(=O)c4ccc(F)cc4)cc3C(=O)N2C)O1 | 16 | 9 | -1.5 | 13
O=C([C@H]1[C@H](CO)[C@H]2Cn3c(ccc(/C=C/c4ccccc4)c3=O)[C@H]2N1CC1CC1)N1CCOCC1 | 35 | 12 | 5.6 | -1
COc1ccc(S(=O)(=O)N(C)C[C@H]2OCCCC[C@@H](C)Oc3ccc(NS(=O)(=O)c4ccccc4)cc3C(=O)N([C@@H](C)CO)C[C@H]2C)cc1 | 107* | -9 | -1.6 | nt
CO[C@@H]1CN(C)C(=O)c2ccc(NC(=O)c3cnccn3)cc2OC[C@@H](C)N(C)C[C@@H]1C | nt | 1 | 1.2 | -4
Cc1ccc(S(=O)(=O)N(C)C[C@H]2OCCCC[C@@H](C)Oc3ccc(NC(=O)Nc4ccc(F)cc4)cc3C(=O)N([C@H](C)CO)C[C@@H]2C)cc1 | nt | nt | -0.1 | -55
COc1ccc(NC(=O)N[C@@H]2CC[C@H](CCNS(=O)(=O)c3cccc(Cl)c3)O[C@H]2CO)cc1 | 11 | -1 | -1.0 | -21
COc1cccc(NC(=O)N(C)C[C@@H]2OCc3cn(nn3)CCCC(=O)N([C@@H](C)CO)C[C@@H]2C)c1 | 62 | -4 | -0.3 | 15
O=C(c1ccncc1)N1CC2(C1)[C@H](c1ccccc1)[C@@H](CO)N2CC1CCOCC1 | nt | -6 | 2.5 | 15
CCC(=O)N1[C@@H]2c3ccc(-c4cccnc4)c(=O)n3C[C@H]1[C@H](CO)[C@H]2C(=O)NC1CCC1 | 9 | 4 | -0.3 | 8
C[C@@H]1CCCCO[C@@H](CN(C)Cc2ccc(Cl)c(Cl)c2)[C@H](C)CN([C@@H](C)CO)C(=O)c2cc(NC(=O)Cc3ccccc3)ccc2O1 | 63 | 5 | 1.2 | -66
COC(=O)C[C@H]1CC[C@@H]2[C@H](COc3ccc(NC(=O)Nc4ccc(C)cc4)cc3C(=O)N2C)O1 | 24 | -4 | 1.6 | 7
O=C(c1cnccn1)N1CC(=O)N2[C@@H](CO)[C@H](c3ccc(C#CC4CCCCC4)cc3)[C@@H]2C1 | nt | 5 | -0.6 | -13
C[C@@H]1CN([C@H](C)CO)C(=O)Cc2cc(NS(C)(=O)=O)ccc2O[C@H]1CN(C)S(=O)(=O)c1cn(C)cn1 | -10 | 5 | 0.4 | 19
C[C@@H]1CCCCO[C@@H](CN(C)C(=O)Nc2ccc(F)cc2)[C@H](C)CN([C@@H](C)CO)C(=O)c2cc(NS(=O)(=O)c3cn(C)cn3)ccc2O1 | -13 | 2 | -1.0 | 15
CC(C)NC(=O)N(C)C[C@@H]1Oc2cc(C3=CCCC3)ccc2S(=O)(=O)N([C@@H](C)CO)C[C@@H]1C | 65 | 4 | 3.0 | -19
C[C@@H]1CN([C@@H](C)CO)C(=O)c2cc(NC(=O)c3ccncc3)ccc2O[C@@H]1CN(C)Cc1ccc(C(=O)Nc2ccccc2N)cc1 | nt | 1 | -1.2 | -73
O=C(C[C@H]1CC[C@H](NC(=O)C2CC2)[C@H](CO)O1)NCc1ccncc1 | 16 | 0 | 0.6 | 23
O=C(Cc1ccccn1)N[C@H]1CC[C@H](CCn2cc(-c3cccnc3)nn2)O[C@H]1CO | 12 | 3 | 6.3 | 6
C[C@@H]1CN([C@H](C)CO)C(=O)c2cc(N(C)C)ccc2O[C@@H]1CN(C)Cc1ccc(C(=O)Nc2ccccc2N)cc1 | 103* | 5 | nt | -70
COc1cccc(-c2ccc3n(c2=O)C[C@H]2[C@H](CO)[C@@H](C(=O)NCC4CC4)N(C(=O)NC(C)C)[C@@H]32)c1 | -22 | 0 | 0.5 | -6
CCCNC(=O)N1CC(=O)N2[C@H](CO)[C@H](c3ccc(C#Cc4cccc(F)c4)cc3)[C@@H]2C1 | nt | 4 | 0.9 | -12
COc1ccc(NC(=O)N(C)C[C@H]2Oc3c(NC(=O)NC(C)C)cccc3C(=O)N([C@@H](C)CO)C[C@H]2C)cc1 | 39 | 5 | -3.1 | -84*
C[C@@H]1CN([C@H](C)CO)C(=O)Cc2cc(NS(=O)(=O)c3cccs3)ccc2O[C@@H]1CN(C)S(C)(=O)=O | -24 | -10 | 0.2 | 18
COCC#Cc1ccc([C@@H]2[C@@H](CO)N3C(=O)CN(C(=O)C4CC4)C[C@H]23)cc1 | nt | -10 | -1.5 | 8
C[C@@H]1CN([C@@H](C)CO)C(=O)Cc2cc(N(C)C)ccc2O[C@@H]1CN(C)S(=O)(=O)c1cccs1 | -36 | 0 | 3.3 | 17
CCCC(=O)Nc1ccc2c(c1)C(=O)N(C)C[C@@H](OC)[C@@H](C)CN(C(=O)c1ccccc1F)[C@@H](C)CO2 | 22 | -4 | 0.5 | -38
O=C(Nc1cccc(F)c1)N1CC(=O)N2[C@@H](CO)[C@H](c3ccc(-c4ccccc4)cc3)[C@@H]2C1 | nt | -16 | -0.7 | -6
C[C@H]1CN([C@@H](C)CO)C(=O)c2cccc(NC(=O)c3cnccn3)c2O[C@H]1CN(C)Cc1ccc(C(=O)O)cc1 | -7 | 1 | 0.8 | -11
C[C@H]1CN([C@@H](C)CO)C(=O)c2cc(C#CC3CCCC3)cnc2O[C@H]1CN(C)S(C)(=O)=O | nt | -2 | 2.6 | 18
C/C=C/c1cnc2c(c1)C(=O)N([C@@H](C)CO)C[C@H](C)[C@@H](CN(C)C(=O)CCN1CCCCC1)O2 | nt | nt | 2.2 | 34
CC=Cc1ccc2n(c1=O)C[C@@H]1[C@@H](CO)[C@H](C(=O)NCC(F)(F)F)[C@H]2N1C(=O)CC (mixture of isomers) | 64 | 0 | -0.1 | 3
C[C@H]1CCCCO[C@H](CN(C)S(=O)(=O)c2cn(C)cn2)[C@@H](C)CN([C@@H](C)CO)C(=O)c2cc(NC(=O)c3ccccc3)ccc2O1 | 3 | 4 | -1.7 | -15
O=C(C[C@H]1CC[C@@H](NC(=O)CCN2CCCCC2)[C@H](CO)O1)Nc1ccccc1 | nt | -7 | -0.8 | 38
C[C@@H]1CN([C@H](C)CO)C(=O)c2cc(NC(=O)NC3CCCCC3)ccc2O[C@@H](C)CCCCO[C@H]1CN(C)C | -13 | 3 | 2.0 | 8
COc1ccc(C#Cc2ccc([C@H]3[C@@H](CO)N4CCCCN(C)C[C@H]34)cc2)cc1 | 53 | -4 | 2.0 | -75
O=C(C1CCCCC1)N1C[C@@H]2[C@H](c3ccccc31)[C@@H](CO)N2Cc1ccccc1Cl | 37 | 4 | 0.2 | -22
C[C@H]1CN([C@@H](C)CO)S(=O)(=O)c2ccc(/C=C/c3ccccc3)cc2O[C@H]1CN(C)C(=O)c1cccnc1 | 59 | 2 | -1.8 | -31
CO[C@@H]1CN(C)C(=O)c2cc(NC(=O)Nc3ccccc3F)ccc2OC[C@H](C)N(C)C[C@@H]1C | 0 | nt | 0.5 | 26
C[C@@H]1CN([C@H](C)CO)C(=O)c2c(c3ccccc3n2C)-c2ccccc2CO[C@H]1CN(C)S(=O)(=O)c1ccsc1 | 107* | -2 | -5.1 | -86*
C[C@@H]1CN([C@@H](C)CO)C(=O)c2cc(NC(=O)Nc3ccc(F)cc3)ccc2O[C@@H]1CN(C)C(=O)Nc1ccc2c(c1)OCO2 | 5 | 7 | 0.8 | -14
COc1ccc(S(=O)(=O)N(C)C[C@@H]2OCCCC[C@H](C)Oc3ccc(NC(=O)Cc4ccccc4)cc3C(=O)N([C@@H](C)CO)C[C@H]2C)cc1 | 81 | 12 | -1.4 | ?
C[C@@H]1CN([C@H](C)CO)C(=O)c2cc(NC(=O)NC3CCCCC3)ccc2O[C@@H](C)CCCCO[C@H]1CN(C)S(=O)(=O)c1ccc(F)cc1 | 71 | 10 | -0.6 | -53
COc1ccc2c3c(n(C)c2c1)[C@H](CO)N(C(=O)Nc1ccc(F)cc1)CC31CN(CC2CCOCC2)C1 | nt | 1 | -2.4 | -77
CC(C)NC(=O)N(C)C[C@@H]1OCCCC[C@@H](C)Oc2ccc(NS(=O)(=O)c3ccc(F)cc3)cc2C(=O)N([C@@H](C)CO)C[C@@H]1C | 11 | 4 | 4.5 | nt
CS(=O)(=O)N1[C@@H]2c3ccc(-c4ccccc4F)c(=O)n3C[C@@H]2[C@@H](CO)[C@@H]1C(=O)NCC1CC1 | nt | -1 | 1.2 | 12
Cc1ccc(S(=O)(=O)N[C@@H]2CC[C@H](CCNC(=O)C3CCOCC3)O[C@H]2CO)cc1 | 41 | -2 | -0.2 | 12
CN(C)CCCNC(=O)C[C@H]1CC[C@@H]2[C@H](COc3ccc(NS(C)(=O)=O)cc3C(=O)N2C)O1 | 19 | -9 | 1.1 | 16
C[C@@H]1CN([C@H](C)CO)C(=O)c2cccc(NC(=O)Nc3cccc4ccccc34)c2O[C@@H]1CN(C)Cc1ccncc1 | 21 | -1 | 0.1 | -43
C[C@H]1CN([C@@H](C)CO)C(=O)Cc2cc(NC(=O)c3ccncc3)ccc2O[C@H]1CN(C)Cc1ccc(Oc2ccccc2)cc1 | 97* | -16 | -2.4 | 13
CCCN1C[C@@H](C)[C@@H](OC)CN(C)C(=O)c2ccc(NC(=O)COC)cc2OC[C@H]1C | 10 | -3 | -1.3 | nt
CO[C@H]1CN(C)C(=O)c2ccc(NC(C)=O)cc2OC[C@H](C)N(CC2CCCCC2)C[C@@H]1C | nt | 4 | -0.2 | -6

8 of the compounds above, as comma-separated lines.
smiles,Tcruzi prolif,C diff growth,GASC1 inh,Pf Dd2 inh
CC(C)NC(=O)N(C)C[C@@H]1OCCCC[C@@H](C)Oc2ccc(NS(=O)(=O)c3ccc(F)cc3)cc2C(=O)N([C@@H](C)CO)C[C@@H]1C,11,4,4.5,nt
CS(=O)(=O)N1[C@@H]2c3ccc(-c4ccccc4F)c(=O)n3C[C@@H]2[C@@H](CO)[C@@H]1C(=O)NCC1CC1,nt,-1,1.2,12
Cc1ccc(S(=O)(=O)N[C@@H]2CC[C@H](CCNC(=O)C3CCOCC3)O[C@H]2CO)cc1,41,-2,-0.2,12
CN(C)CCCNC(=O)C[C@H]1CC[C@@H]2[C@H](COc3ccc(NS(C)(=O)=O)cc3C(=O)N2C)O1,19,-9,1.1,16
C[C@@H]1CN([C@H](C)CO)C(=O)c2cccc(NC(=O)Nc3cccc4ccccc34)c2O[C@@H]1CN(C)Cc1ccncc1,21,-1,0.1,-43
C[C@H]1CN([C@@H](C)CO)C(=O)Cc2cc(NC(=O)c3ccncc3)ccc2O[C@H]1CN(C)Cc1ccc(Oc2ccccc2)cc1,97*,-16,-2.4,13
CCCN1C[C@@H](C)[C@@H](OC)CN(C)C(=O)c2ccc(NC(=O)COC)cc2OC[C@H]1C,10,-3,-1.3,nt
CO[C@H]1CN(C)C(=O)c2ccc(NC(C)=O)cc2OC[C@H](C)N(CC2CCCCC2)C[C@@H]1C,nt,4,-0.2,-6
